Source: PubChem (several laboratories)
IDE cell inh = inhibits human insulin-degrading enzyme in HEK cells; FAbetaB cleavage, fluorescence polarization; inhibition, % at 5.59 µM; 320,000 compounds, 0.41% hits; AID 434962;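 active means percent inhibition above the average of all tested compounds plus 3 SD, set per screening campaign, cut at about 16% in these data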;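 further: IDE supplied by intact live HEK cells; FP after avidin binding of uncleaved biotin substrate so inhibition keeps polarization high; 0% = DMSO wells and 100% = 60 µM reference IDE inhibitor Ii1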
SUMO HTRF inh = blocks human SUMOylation mediated by UBC9. P63279. 290,000 compounds, 0.36% hits. inhibition, % at 35 µM. HTRF SUMOylation assay, SAE1/SAE2 + UBC9, in vitro; in the data active means inhibition above about 50%, passing the limit was not always enough; further: strong numbers were not always called active
Target sequence (P63279 whole entry, looked up): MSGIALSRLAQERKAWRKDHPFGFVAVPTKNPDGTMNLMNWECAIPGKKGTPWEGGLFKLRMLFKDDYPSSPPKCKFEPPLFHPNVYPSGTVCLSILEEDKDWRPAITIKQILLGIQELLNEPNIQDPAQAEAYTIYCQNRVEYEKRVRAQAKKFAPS
IMP-1 inh = inhibitors of Pseudomonas aeruginosa IMP-1 metallo-beta-lactamase; purified IMP-1, nitrocefin hydrolysis, epi-absorbance fluorescence; inhibition, % at 5.6 µM; 290,000 compounds, 0.45% hits;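 active means inhibition above the mean plus 3 SD of all compounds in the same screening run, cut at about 4.5% in these data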;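 further: 0% = IMP-1 with DMSO and 100% = DMSO wells lacking enzyme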
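Material – recombinant IMP-1 enzyme, purified · Amount – IMP-1 0.2 nM before substrate addition · Medium – HEPES buffer pH 7.1 with ZnSO4 and Brij 35 · Timing – 25 °C, 15 min preincubation, 25 min reaction · Measured by – plate fluorescence quenching by hydrolysis product, ex 480/em 530 nm · Read-out – percent enzyme inhibition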
PfM18AAP inh = blocks P. falciparum M18 aspartyl aminopeptidase; recombinant PfM18AAP, H-Glu-NHMec fluorogenic cleavage; inhibition, % at 7.35 µM; 290,000 compounds, 1.2% hits; AID 1822;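 active means inhibition above the campaign mean inhibition over all tested compounds plus 3 SD, cut at about 28% in these data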;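 further: 0% = plate median of test compound wells and 100% = 2 mM ZnCl2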
IDE act = boosts human insulin-degrading enzyme activity in HEK cells. FAbeta-B cleavage, fluorescence polarization; 0% vehicle, 100% cell-free pure enzyme wells. activation, % at 5.96 µM. 340,000 compounds, 0.073% hits. AID 493087;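 active means activation above the mean of all tested compounds plus 3 SD, set per screening campaign, cut at about 17% in these data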
HCV NS3 hel inh = blocks Hepatitis C virus NS3 helicase unwinding | NS3 helicase DNA unwinding, Cy5 molecular beacon fluorescence | inhibition, % at 10.9 µM | 290,000 compounds, 0.56% hits | AID 1800;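 active means inhibition above the mean of all tested compounds plus 3 SD, set per campaign, cut at about 35% in these data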;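 further: 0% = DMSO wells and 100% = thioflavine S control wells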
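Control set: DMSO versus 110 µM thioflavine S; Material: NS3 helicase fragment of HCV; Measured by: Cy5 fluorescence at 0 and 60 min, beacon hairpin quenching; Read-out basis: percent inhibition from t60/t0 fluorescence ratio; Times: reaction time 60 min, 25 °C; Repeats: single replicate; Compound dosing: single dose, 10.9 µM nominal final, DMSO 0.8% final.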
VIM-2 inh = blocks Pseudomonas aeruginosa VIM-2 metallo-beta-lactamase | purified VIM-2, nitrocefin hydrolysis, epi-absorbance fluorescence | 290,000 compounds, 0.89% hits | inhibition, % at 5.6 µM;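 active means inhibition above the mean of all tested compounds plus 3 SD, cutoff set per screening run, cut at about 7.5% in these data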;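 further: red hydrolysis product quenches plate fluorescence so inhibitors raise well fluorescence; 0% = enzyme with DMSO and 100% = DMSO without enzyme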
pCIP destab = p/CIP protein destabilization; AID 1984; 290,000 compounds, 0.01% hits; F442A p/CIP-EGFP cells, EGFP fluorescence, 16 h; decrease of EGFP signal, % at 10 µM; Q05BA5;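 active means EGFP signal decrease of at least 30% at 10 µM or well 3 SD below plate mean, unless failing retest; inactive means the rest, including hits failing retest or dose response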; further: some compounds called inactive have numbers as strong as hits; many of its hits are not listed in these tables
DNA FID counter = fluorescent intercalator displacement, NS3 helicase counter-screen; DNA fluorescent intercalator displacement, fluorescence; inhibition, % at 7.9 µM; 290,000 compounds, 0.17% hits; AID 1845; in the data active means inhibition above about 37%;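 further: 0% = vehicle and 100% = reference compound; higher means more ethidium bromide displaced from hairpin DNA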
* hit, by the source's call; nt = not tested or not shown. Hits appear at their usual frequency; overall some 3.6% were active at least once.

Start of the data: the first 2 compounds as a preview:
molecule | IDE cell inh | SUMO HTRF inh | IMP-1 inh | PfM18AAP inh | IDE act | HCV NS3 hel inh | VIM-2 inh | pCIP destab | DNA FID counter
NC(=O)CC(NC(=O)Cc1cccc2ccccc12)c1ccc(NC2CCC2)c([N+](=O)[O-])c1 (stereo unspecified) | 3 | 47 | nt | nt | -1 | nt | nt | 12 | nt
Cc1c(NC(=O)/C(C#N)=C/c2ccc(-c3ccc(Cl)cc3)o2)c(=O)n(-c2ccccc2)n1C | 64* | -14 | -2.6 | 6 | -25 | 1 | -4.4 | 5 | -3

Main list, previewed entries included:
molecule | IDE cell inh | SUMO HTRF inh | IMP-1 inh | PfM18AAP inh | IDE act | HCV NS3 hel inh | VIM-2 inh | pCIP destab | DNA FID counter
NC(=O)CC(NC(=O)Cc1cccc2ccccc12)c1ccc(NC2CCC2)c([N+](=O)[O-])c1 (stereo unspecified) | 3 | 47 | nt | nt | -1 | nt | nt | 12 | nt
Cc1c(NC(=O)/C(C#N)=C/c2ccc(-c3ccc(Cl)cc3)o2)c(=O)n(-c2ccccc2)n1C | 64* | -14 | -2.6 | 6 | -25 | 1 | -4.4 | 5 | -3
COc1ccc(C(=O)C(OC(=O)CNC(=O)c2ccco2)c2ccccc2)cc1 (stereo unspecified) | 2 | -17 | -0.1 | -3 | 7 | -1 | 0.5 | -10 | -19
Clc1ccccc1-c1nc2ccccc2c2nncn12 | -4 | 10 | -3.5 | -3 | -4 | 5 | -1.2 | 2 | -9
C/C(=N\NC(=S)NCc1ccccc1)c1ccc(Cl)s1 | -1 | -27 | -4.2 | 4 | -3 | -17 | -2.3 | -1 | -12
COc1cccc(NC(=O)c2cc(CN3C(=O)c4ccccc4C3=O)ccc2OC)c1 | 6 | -10 | -3.6 | -3 | 4 | 2 | -1.8 | -5 | -5
O=C(N/N=C/c1ccc[nH]1)c1ccc(COc2cccc3cccnc23)cc1 | 9 | 25 | -2.7 | 6 | 2 | 3 | 4.9 | -22 | -28
Cc1nc2ccccc2c(=O)[nH]1 | -5 | 7 | 2.2 | 5 | 0 | 4 | 0.8 | 4 | 2
O=C(CCn1c(=O)c2ccccc2n(CC(=O)NC2CCCC2)c1=O)NCc1ccco1 | 4 | 10 | -0.5 | 1 | 2 | 0 | -1.3 | -1 | -5
Cc1nnc2c(Oc3ccccc3)nc3ccccc3n12 | -5 | -8 | -1.2 | -7 | 2 | 2 | 1.3 | 6 | -9
N#Cc1c(NC(=O)CSc2nnc(-c3ccco3)n2-c2ccccc2)sc2c1CCC2 | -6 | 22 | -2.4 | 4 | 2 | 10 | -3.1 | 2 | -12
Clc1ccccc1Nc1ncnc2c1nnn2Cc1ccccc1 | 3 | -14 | -1.4 | 2 | 3 | 2 | -0.5 | -2 | 3
C=CCc1ccccc1OCC(O)CN1C(=O)c2ccccc2C1=O (stereo unspecified) | 2 | -12 | 2.1 | 1 | -4 | -11 | 0.1 | 1 | -30
Oc1ccc(CNc2ccc(F)cc2)c2cccnc12 | 0 | -14 | -3.8 | 3 | 4 | 1 | -2.1 | 3 | -1
CC(CN1CCC(n2nccc2NC(=O)C2CCCC2)CC1)c1ccccc1 (stereo unspecified) | -2 | 2 | -3.2 | 0 | 1 | -7 | -0.7 | 4 | 6
CCOc1ccc(C(C)=O)cc1CSc1nnc(N)s1 | -3 | -8 | -0.5 | 3 | 3 | 0 | -0.3 | -1 | -11
Cc1ccc(SCC(=O)NNC(=O)c2ccc(S(C)(=O)=O)cc2)cc1 | 2 | 0 | -0.9 | 7 | 3 | -1 | -4.6 | -2 | -9
Clc1ccc(-c2nc3ncccn3c2Nc2ccc3c(c2)OCO3)cc1 | 1 | 1 | -1.2 | 11 | 4 | 23 | -0.8 | -8 | -6
O=C1CN(S(=O)(=O)c2ccc([N+](=O)[O-])cc2)CC(=O)N1 | -5 | 6 | -3.6 | 2 | -3 | 5 | -1.1 | 1 | -2
COc1ccc(Cl)cc1NC(=O)C1CC(=O)N(c2ccc(F)cc2)C1 (stereo unspecified) | 0 | 1 | -2.7 | -3 | 2 | -4 | -2.4 | 8 | -2
Cc1ccc(OCc2nnc(SCC(=O)N3c4ccccc4Sc4ccc(Cl)cc43)o2)cc1 | 3 | -2 | -4.2 | -5 | 5 | 3 | -3.0 | -5 | -2
COc1cccc(C2C(C(=O)/C=C/c3ccco3)=C(O)C(=O)N2CCN2CCOCC2)c1 (stereo unspecified) | -2 | -1 | -1.7 | 14 | -3 | 23 | -1.6 | 2 | -31
O=C(CSc1nc(-c2ccco2)cc(C(F)(F)F)n1)Nc1ccc2c(c1)OCO2 | -5 | -12 | -4.0 | 3 | 0 | 4 | -2.8 | -10 | -4
Cc1sc2nc3c(SC(C)C(=O)O)cc(C(=O)c4ccccc4O)cn3c(=O)c2c1C (stereo unspecified) | -10 | 24 | 1.9 | 17 | -2 | 45* | 0.3 | -58 | -21
COc1ccc(NS(=O)(=O)c2ccc(OC)c(OC)c2)cc1OC | -1 | 10 | -4.2 | -1 | 6 | 5 | -1.2 | 11 | 5
COCCNC(=O)CSc1nnc(-c2ccccc2F)n1Cc1ccccc1 | -2 | 12 | -3.2 | -5 | 2 | -4 | -3.7 | 1 | -19
COc1cccc(-c2nnc(NC(=O)C3CCCCC3)o2)c1 | 1 | 18 | -7.7 | -4 | 0 | -5 | -2.1 | -6 | -6
Nc1ncnc2c1ncn2C1CCC(CO)C(O)C1 (stereo unspecified) | 8 | -8 | 0.4 | 3 | 3 | 1 | -4.1 | 2 | -2
O=C(CN1CCN(c2ccccc2)CC1)Nc1nccs1 | 2 | 8 | -2.6 | 2 | -4 | 1 | -3.8 | 3 | -4
O=C(NCc1ccc(Cl)cc1)c1cc2c(nc3sccn32)s1 | 4 | -8 | -4.5 | 8 | 0 | -3 | -1.8 | -2 | -5
O=C(c1cccc(C(F)(F)F)c1)C1CCCN(C(=O)C2CCOCC2)C1 (stereo unspecified) | -1 | 12 | -2.7 | -1 | 6 | 4 | -3.5 | -20 | -28
CCCN(CCC)CCCNC(=S)Nc1ccc2nc(N3CCN(C)CC3)cc(C)c2c1 | 1 | 7 | 0.8 | 10 | 0 | 4 | 3.1 | 1 | 44*
CSc1ccc(/C=N/N2CCN(C)CC2)cc1 | 0 | -5 | -0.6 | -2 | 4 | 8 | 0.0 | 12 | 5
CNC(=O)COC(=O)c1cc(NC(=O)c2ccco2)c(OC)c(OC)c1 | 3 | 1 | -3.2 | 1 | 9 | 1 | -3.0 | -4 | -1
O=C(O)CSc1ncnc2nc[nH]c12 | 0 | 13 | -6.3 | 2 | 2 | 3 | -2.0 | -7 | 2
Brc1ccccc1OCCCCn1cnc2ccccc21 | 3 | 19 | 0.9 | 2 | 4 | -8 | -2.5 | -4 | -11
O=C(c1cc(COc2ccc3ncccc3c2)on1)N1CCCC1 | 7 | 5 | -2.6 | -5 | 7 | -2 | -1.3 | -31 | -24
COc1ccc(OCCCON2C(=O)c3ccccc3C2=O)cc1 | 3 | 6 | -1.7 | -6 | 10 | -6 | 0.6 | -5 | 4
COc1cc(OC)c(NC(=O)C2CCCN2C(=O)OCc2ccccc2)cc1Cl (stereo unspecified) | -1 | 8 | -1.2 | -1 | 5 | 0 | -2.3 | -18 | -36
O=C(Nc1ccon1)C(Sc1ccccc1)c1ccccc1 (stereo unspecified) | 2 | -1 | -9.9 | 3 | 5 | -1 | -3.5 | -6 | -3
C#CCOCCOCCOCCNc1nc(N2CCN(C(=O)C(Cc3ccc(O)cc3)n3cc(C(N)CC(C)C)nn3)CC2)nc(N2CCN(C(=O)C(Cc3ccc(O)cc3)n3cc(C(N)C(C)CC)nn3)CC2)n1 (stereo unspecified) | 3 | -17 | -0.4 | 0 | 2 | -38 | 0.7 | 6 | 46*
Cc1ccc2c(C)c(C(=O)Nc3ccc(S(N)(=O)=O)cc3)oc2c1C | -2 | 30 | -0.1 | -26 | 3 | -14 | 0.6 | 2 | 5
COCCCNC(=S)NNC(=O)Cn1nc(C)c(Br)c1C | -3 | -5 | -1.1 | 30* | 0 | 1 | 1.8 | -10 | -10
CCN(C(=O)COC(=O)c1ccc2[nH]c3c(c2c1)CCCC3)C1CCS(=O)(=O)C1 (stereo unspecified) | 9 | 8 | -2.0 | 8 | -7 | -10 | 0.5 | -7 | -32
O=S(=O)([N-]c1nc2ccccc2nc1-n1cc[n+](Cc2ccccc2)c1)c1ccccc1 | -2 | 28 | -2.4 | -1 | 0 | -11 | 0.8 | 1 | -7
COc1cc(CNc2ncc(-c3ccc(Cl)cc3)n2C)cc(OC)c1OC | 5 | -4 | -5.1 | 2 | -3 | -20 | -1.7 | -9 | 15
COc1cc(/C=N/NC(=O)CN2CCCCC2)ccc1OCc1ccccc1 | -3 | -13 | -0.5 | -11 | 2 | -30 | 1.0 | -6 | 27
CSc1cccc(NC(=O)CCC(=O)O)c1 | 8 | 20 | -1.9 | 0 | 7 | -8 | -2.4 | -3 | -1
CCn1c(CNC(=O)c2ccc(OC)cc2)nnc1SC | 1 | 6 | -3.9 | 4 | 1 | 4 | -3.0 | -6 | -3
CCCN(N=Nc1cccc([N+](=O)[O-])c1)c1cccc([N+](=O)[O-])c1 | -8 | 6 | -2.1 | -6 | 0 | -3 | -2.9 | -2 | 1
O=C(N/C(=C/c1ccccc1F)C(=O)N1CCCCC1)c1ccccc1 | -1 | -3 | -1.9 | 3 | 7 | 10 | -1.5 | 12 | -28
CCn1c(SCC(=O)Nc2ccc(OC)c(OC)c2)nnc1-c1c[nH]c2ccccc12 | -1 | -15 | -0.8 | -1 | 6 | -3 | -4.3 | -1 | -20
CCCOc1ccc(Cc2nc(N)nc(N)n2)cc1 | -1 | 0 | -1.6 | -3 | 2 | 4 | 0.0 | -4 | -1
O=C(NCC(=O)N(Cc1ccco1)C(C(=O)NC1CCCCC1)c1cccnc1)c1cccs1 (stereo unspecified) | 2 | -3 | -3.0 | 7 | -3 | 4 | -3.5 | -7 | -28
Cc1cccc(C(=O)NNC(=O)c2c(-c3ccccc3Cl)noc2C)c1O | 4 | 1 | -3.1 | 39* | -2 | -4 | -3.4 | 8 | -10
CCn1ccc(C(=O)N2CCN(c3ncccn3)CC2)n1 | -7 | 13 | 1.1 | -11 | 5 | 1 | 1.1 | -16 | -8
Nc1ccc(C(=O)Nc2cccc3ncccc23)cc1 | 1 | -8 | 0.1 | -5 | 5 | 1 | -0.2 | -2 | 2
ONC=Nc1cccc2nonc12 | 3 | 24 | -0.9 | 21 | 0 | 14 | -1.0 | -11 | -1
CCC(C)(C)NC(=O)C(c1ccncc1)N(Cc1ccc(C)cc1)C(=O)c1csnn1 (stereo unspecified) | -5 | -6 | -5.6 | 2 | 8 | -3 | 1.1 | 1 | -24
